UPR XBP1 act = adaptive UPR (XBP1) activation. CHO-XBP1 luciferase reporter, IRE1-XBP1 UPR activation, luminescence; percent of tunicamycin response, DMSO as zero. activation, % at 20 µM. hit rate 0.33% among 330,000. AID 463104;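 active = versus positive control, 20 µM dose yields 30% or more activation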;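 also: 100% = tunicamycin at 10 µg/mL and 0% = DMSO only wells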
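Material: CHO-XBP1 cells stably carrying IRE1-XBP1-driven luciferase reporter | Medium: F12 with 10% serum | Compound dosing: 20 µM single concentration, DMSO 1% | Incubation: Overnight seeding at 37 °C, 6 h compound treatment at 37 °C | Detection: Steady-Glo luminescence read | Read-out basis: % activation of reporter signal versus tunicamycin and DMSO controls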
APJ antag = antagonists of human APJ apelin receptor. P35414. CHO-K1 APJ beta-arrestin complementation, luminescence. inhibition, % at 20 µM. hit rate 0.32% among 330,000. AID 2521;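 active = inhibition above about 40% at 20 µM, limit read from the data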;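 also: cells challenged with 10 nM apelin-13 agonist together with compound; plate controls were apelin-13 plus DMSO wells for no effect and DMSO wells lacking apelin-13 for full effect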
Target sequence (P35414 whole entry, looked up): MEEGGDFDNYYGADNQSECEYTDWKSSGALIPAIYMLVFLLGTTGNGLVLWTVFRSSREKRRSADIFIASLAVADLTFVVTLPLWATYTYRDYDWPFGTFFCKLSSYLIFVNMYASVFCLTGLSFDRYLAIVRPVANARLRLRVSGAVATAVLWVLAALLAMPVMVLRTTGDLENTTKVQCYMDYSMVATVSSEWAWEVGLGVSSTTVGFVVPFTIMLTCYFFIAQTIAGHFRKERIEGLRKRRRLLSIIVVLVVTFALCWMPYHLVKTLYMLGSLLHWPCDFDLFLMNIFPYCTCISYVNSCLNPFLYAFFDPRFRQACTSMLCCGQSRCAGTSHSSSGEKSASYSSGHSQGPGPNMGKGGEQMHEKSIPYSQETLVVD
CHOP UPR activ = activators of apoptotic arm of unfolded protein response (CHOP); CHO-CHOP luciferase reporter, UPR activation, luminescence; percent of tunicamycin response over DMSO baseline; AID 449763; hit rate 0.34% among 330,000; activation, % at 10 µM;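 active = at 10 µM dose, activation of 40% or more, normalized to positive control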;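 also: 100% = tunicamycin at 10 µg/mL and 0% = DMSO alone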
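assay system = CHO CHOP reporter cells | amount = 500 CHO-CHOP cells per well | buffer or medium = F12 with 10% FBS | incubation = 16-18 h cell attachment, then 6 h compound exposure, 37 °C | detection = luminescence read with Steady-Glo | read-out = percent activation relative to tunicamycin control | controls = tunicamycin high control, DMSO low control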
CXCR6 block = blocks human CXCR6 beta-arrestin recruitment | O00574 | CHO-K1 PathHunter CXCR6 beta-arrestin, luminescence | inhibition, % at 20 µM | hit rate 0.36% among 360,000 | AID 602244; in the data active = inhibition above about 34%, passing the limit was not always enough;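 also: antagonist mode with CXCL16 agonist at 10 nM final; 0% = 10 nM CXCL16 with DMSO and 100% = unstimulated wells without agonist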
Target sequence (O00574 whole entry, looked up): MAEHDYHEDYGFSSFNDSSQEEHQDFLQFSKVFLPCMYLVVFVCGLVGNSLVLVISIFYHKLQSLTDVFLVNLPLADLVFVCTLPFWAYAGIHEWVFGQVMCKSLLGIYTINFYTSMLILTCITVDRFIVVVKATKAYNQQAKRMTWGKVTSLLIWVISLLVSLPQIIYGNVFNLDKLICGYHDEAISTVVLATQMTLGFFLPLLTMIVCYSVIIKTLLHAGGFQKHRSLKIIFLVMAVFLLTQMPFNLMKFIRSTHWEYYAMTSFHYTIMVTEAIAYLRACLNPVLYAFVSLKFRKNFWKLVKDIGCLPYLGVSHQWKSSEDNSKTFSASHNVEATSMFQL
APJ ag = agonists of human APJ apelin receptor | P35414 | activation, % at 20 µM | hit rate 0.11% among 330,000 | AID 2520 | CHO-K1 APJ PathHunter beta-arrestin, luminescence; 0% DMSO wells, 100% apelin;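 active = activation more than six SD over the plate average, tested at 20 µM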;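 also: 0% = DMSO alone and 100% = apelin-13 at 10 nM; some results filed as inactive read as strong as hits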
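Test system – PathHunter CHO-K1 APJ (AGTRL-1) beta-arrestin reporter cells · Input – 1000 cells/well · Compound – single test compound dose, 20 µM final, 1% DMSO · Times – compound stimulation 90 min at 25 °C, detection 60 min · Technique – beta-gal luminescence · Read-out basis – APJ–arrestin association signal · Control set – negative DMSO alone, positive Apelin-13 at 10 nM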
tim10-1 inh = inhibits growth of tim10-1 mutant yeast. hit rate 2.2% among 330,000. inhibition, % at 20 µM. S. cerevisiae tim10-1 ts strain growth, BacTiter-Glo, 24 h. AID 463190;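 active = inhibition of at least 40%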;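 also: mutant grown at 25 °C; 0% = DMSO wells with yeast and 100% = wells holding no yeast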
TIM10 inh = TIM10 yeast growth inhibition | S. cerevisiae TIM10 strain growth, BacTiter-Glo luminescence, 24 h | hit rate 1.4% among 330,000 | AID 463195 | inhibition, % at 10 µM;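 active = inhibition of 40% or more at the single tested concentration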;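 also: wild-type TIM10 isogenic control strain grown at permissive 25 °C; 0% = DMSO yeast wells and 100% = minimal medium wells without yeast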
Mdm2-MdmX inh = disrupts the human Mdm2-MdmX interaction; hit rate 3% among 330,000; inhibition, % at 8 µM; AID 485346; O15151+Q00987; SaOS-2 split-luciferase Mdm2/MdmX complementation, luminescence;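 active = inhibition of at least 50% at 8 µM in the primary screen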
tim23-1 inh = growth inhibitors of tim23-1 mutant yeast; S. cerevisiae tim23-1 growth, BacTiter-Glo luminescence, 24 h; inhibition, % at 20 µM; hit rate 1.3% among 330,000; AID 463212;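 active = growth inhibition of the mutant yeast at or above 50%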;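 also: temperature-sensitive mutant grown at 25 °C; plate controls were DMSO-treated mutant yeast for no effect and medium wells lacking yeast for full effect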
Active calls of the source: *; . = no result given. An excerpt; rates above refer to the full screens.

Under each structure – UPR XBP1 act	APJ antag	CHOP UPR activ	CXCR6 block	APJ ag	tim10-1 inh	TIM10 inh	Mdm2-MdmX inh	tim23-1 inh
Cn1cnnc1Sc1nc2c(c(=O)n(C)c(=O)n2C)n1C
  -0.5	-18.0	-3.5	.	-4.8	6.5	0.4	4.6	2.7
O=C(Nc1ccccc1)Nc1csc2ccccc12
  2.0	-20.7	5.6	-17.5	1.4	-29.9	-4.4	-48.7	-7.2
CC(C)Cc1nnc(NC(=O)CN2C(=O)c3ccccc3C2=O)s1
  -0.2	14.7	-2.8	-5.3	-1.6	-1.4	2.3	9.3	10.4
CC(C)(c1ccc(O)cc1)c1ccc(O)cc1
  0.6	-8.9	1.4	-1.8	-0.8	32.1	10.4	-11.5	18.2
Cc1ccc2cc(C3CC(c4ccco4)=NN3C(=O)CCC(=O)O)c(Cl)nc2c1 (stereo not given)
  -1.8	3.3	-0.1	4.4	-1.7	11.3	-37.7	16.6	15.7
Cc1ccc(F)cc1NC(=O)C12CC3CC(C1)CC(n1cnc([N+](=O)[O-])n1)(C3)C2
  -0.1	-21.3	-0.2	-5.3	0.2	6.6	22.5	4.0	-0.6
c1ccc(-c2noc(CC3CCCCC3)n2)cc1
  2.0	0.2	1.7	-6.5	-5.0	8.8	-5.1	2.5	9.1
O=Cc1cccn1-c1ccc2ccccc2c1
  0.2	-7.3	0.2	11.7	-3.1	-1.1	7.0	18.8	25.3
COc1ccc(C)cc1NC(=O)c1cc2c(s1)CCC2
  -1.8	14.9	3.2	-16.3	-2.7	19.1	16.7	-0.4	44.4
Cc1cc(C)c(C#N)c(SCc2cn3c(C)cccc3n2)n1
  5.0	-1.7	0.4	-2.6	-3.0	14.2	14.2	14.7	34.2
O=C(NCc1ccccc1)/C(=N\O)c1ccccc1
  1.1	-16.0	2.5	-6.4	-2.5	4.5	16.0	4.1	6.5
CC(NC(=O)c1ccco1)C(=O)N1CCN(C(c2ccccc2)c2ccccc2)CC1 (stereo not given)
  -6.7	19.0	2.0	-2.0	-0.3	-36.4	-34.2	25.9	9.9
N#Cc1c(-c2ccc(F)cc2)noc1N
  0.2	-39.7	-0.9	-22.4	16.1	32.1	26.2	7.6	19.8
O=C(NC1CCN(Cc2ccccc2)CC1)c1cc(Br)c(Br)[nH]1
  2.1	2.8	0.7	-3.0	-0.9	-25.0	-19.1	3.1	-11.2
COc1cc(SC)ccc1C(=O)NCCOc1ccccc1Cl
  0.9	-11.5	1.1	2.5	-0.2	20.0	-10.7	-110.2	25.0
CCCCN(CCCC)c1nc2ccccc2nc1NS(=O)(=O)c1ccc(NC(C)=O)cc1
  -2.4	1.2	-1.3	1.6	-3.6	25.7	-0.1	17.7	20.2
CCCCNC(=O)c1cc2c(=O)n3cccc(C)c3nc2n(Cc2ccccc2)c1=N
  -1.2	29.1	-1.8	16.6	-7.9	5.2	-3.4	39.4	6.3
CN(CCOc1ccccc1)C(=O)c1cc([N+](=O)[O-])ccc1N1CCOCC1
  3.2	14.4	-0.7	4.5	7.4	10.6	-0.5	24.2	22.5
O=C1C=C(Nc2ccc(Cl)cc2)C(=O)N1c1ccc(Cl)cc1
  -4.6	-1.0	1.0	-1.9	-3.4	9.0	3.5	-14.4	4.4
O=C(O)c1ccc(N2CCc3ccccc32)c([N+](=O)[O-])c1
  -2.3	12.6	0.2	15.3	-3.1	2.5	17.2	2.4	2.5
CC1CCN(S(=O)(=O)c2cccc(C(=O)NCC3CCCO3)c2)CC1 (stereo not given)
  -2.0	7.5	-1.8	4.7	-7.0	2.7	2.5	7.8	-0.5
CC(=O)c1cc2c(cc1NC(=O)CN1CCCCCCC1)OCO2
  -1.6	5.0	1.0	0.9	-5.6	20.0	25.7	16.8	19.7
Cc1nnc2sc(-c3cccc(NC(=O)c4cccnc4)c3)nn12
  -2.4	7.1	1.4	1.3	-2.8	10.2	12.5	23.5	-12.2
CCc1nn2c(=O)c(S(=O)(=O)Nc3ccc(C(C)C)cc3)c(C)nc2s1
  0.2	-11.6	0.8	1.7	-1.0	20.8	9.6	23.4	15.1
O=C1Nc2cc(C(=O)NCCN3CCCCCC3)ccc2S/C1=C\c1ccccc1
  5.3	14.0	7.6	-3.2	8.3	19.2	-3.2	80.8*	17.6
CCOc1ccccc1C1CC(=O)Nc2c1c(=O)n(C)c(=O)n2C (stereo not given)
  2.4	11.0	2.2	3.4	0.1	12.4	3.9	-4.8	10.7
O=S1(=O)CCN(Cc2ccc(Cl)c(C(F)(F)F)c2)CC1
  -4.7	-5.1	-1.9	1.1	0.2	8.3	10.5	-8.7	-7.7
COc1ccc2nc(SCC(=O)Nc3ccccc3C)[nH]c2c1
  -1.7	27.0	-1.7	6.2	-2.9	14.9	5.9	-16.1	20.8
Cc1nnc(SCC(=O)Nc2cccc(Br)c2)s1
  0.2	-44.4	2.4	8.0	0.7	-5.7	4.3	-1.0	6.2
CN(C)C(CNC(=O)NC1CCCCC1)c1cccnc1 (stereo not given)
  -0.7	10.1	1.8	-2.9	-0.3	-0.4	-9.0	17.0	3.7

The list goes on (2 carried over from the part before).
Under each structure – UPR XBP1 act	APJ antag	CHOP UPR activ	CXCR6 block	APJ ag	tim10-1 inh	TIM10 inh	Mdm2-MdmX inh	tim23-1 inh
Cc1nnc(SCC(=O)Nc2cccc(Br)c2)s1
  0.2	-44.4	2.4	8.0	0.7	-5.7	4.3	-1.0	6.2
CN(C)C(CNC(=O)NC1CCCCC1)c1cccnc1 (stereo not given)
  -0.7	10.1	1.8	-2.9	-0.3	-0.4	-9.0	17.0	3.7
O=C(CN(Cc1ccco1)C(=O)c1ccc(N2CCCC2=O)cc1)Nc1ccccc1C(F)(F)F
  -3.5	11.1	1.4	-2.6	-5.7	-4.3	1.3	14.2	0.9
CC(=O)Nc1ccc(NC(=O)COC(=O)COc2ccc3ccccc3c2)cc1
  0.5	-6.6	0.4	-5.3	-1.5	-9.3	-3.0	18.1	-12.8
Cc1ccc(S(=O)(=O)CCC(=O)NCCc2ccccc2)cc1
  -1.5	-15.1	-0.2	-1.7	-4.1	6.6	-18.9	-0.8	1.4
COc1ccccc1C(=O)NCCC(=O)Nc1ccc(S(=O)(=O)N2C(C)CCCC2C)cc1 (stereo not given)
  -3.9	-4.1	-1.3	3.0	1.5	12.3	3.3	-1.7	15.9
CCN(CC)CCCNc1nnc(C)c(=O)[nH]1
  -3.5	-4.8	-2.3	12.5	-4.0	-24.6	-7.4	18.1	-3.9
CSc1ccccc1C(=O)Nc1ccccc1C(=O)NC(C)C
  -0.6	11.3	-1.7	3.5	-2.0	29.5	0.4	-4.6	14.8
CCC(=O)OC1(C)C(=O)C=C2C=C(c3ccc(C#N)cc3)OC=C2C1=O (stereo not given)
  -4.3	-83.4	-1.8	-2.8	5.9	1.0	7.7	-7.8	14.6
O=C(NNC1CC(=O)N(c2cccc(Cl)c2)C1=O)c1cccs1 (stereo not given)
  -1.5	11.9	1.6	-7.8	-5.8	7.8	8.3	21.1	5.1
Cc1cc(C(=O)N2CCN(S(=O)(=O)c3ccccc3C#N)CC2)c(C)o1
  -0.8	-0.8	-1.8	1.0	-5.2	-2.5	7.4	-3.6	6.8
CC(=O)Nc1ccc(S(=O)(=O)N2CCCC(C(=O)O)C2)cc1 (stereo not given)
  2.6	-10.8	-0.4	5.2	0.2	-2.0	-4.8	19.5	24.2
CCOC(=O)Oc1ccc2c(c1)C(C)=CC(C)(C)N2C(=O)OCC
  -0.5	5.9	-1.8	-0.7	-1.8	29.5	-9.8	22.0	22.0
O=C(O)c1ccc(N/N=C/c2ccc(-c3cc(Cl)ccc3Cl)o2)cc1
  -2.3	2.1	-3.5	-7.4	2.6	-3.3	-9.6	-22.9	23.3
COc1ccc(S(=O)(=O)N2CCC(C(=O)NCc3ccccc3)CC2)cc1OC
  -4.5	-2.4	0.2	-0.4	-4.0	9.1	3.1	-31.8	4.0
Cc1ccc(Cl)cc1N1CCN(C(=O)C2CCCN(S(=O)(=O)c3cnc[nH]3)C2)CC1 (stereo not given)
  -1.6	7.9	-1.0	-10.7	9.5	-0.6	-2.5	20.1	6.6
COc1ccccc1N(CC(=O)NCc1ccc(F)cc1)C(=O)CCC(=O)Nc1nccs1
  -1.9	7.3	1.1	7.3	-4.1	9.4	-9.6	7.5	12.1
CCc1nn2c(=O)cc(COC(=O)c3ccc(SC)cc3OC)nc2s1
  -2.5	10.2	-2.0	-4.3	-4.0	-1.9	0.4	0.3	20.0
CN(Cc1ccccc1)C(=O)COC(=O)CCC(=O)c1ccc(Cl)cc1
  -1.5	11.0	0.4	3.7	-0.4	1.8	-4.1	7.1	18.9
CCN(CC)c1ccc2c(c1)CCCN2
  -0.8	-6.5	4.2	.	-2.8	16.6	-7.0	13.7	4.6
COc1cccc(/C=N/NC(=O)CNC(=O)c2cccs2)c1O
  1.6	-0.6	3.1	-4.7	-1.1	14.2	1.0	14.3	-12.6
CNC(=O)c1ccc(Nc2nnc(-c3ccc(C)c(S(=O)(=O)NCC4CCCO4)c3)c3ccccc23)cc1 (stereo not given)
  -2.4	-1.9	0.1	-3.8	-1.6	19.9	-2.5	10.8	33.6
COc1ccc(S(=O)(=O)n2cnc3ccccc32)c(C)c1
  1.5	2.6	1.5	-1.3	-4.1	23.2	-2.5	20.1	35.8
